Assay outcomes: PubChem, National Center for Advancing Translational Sciences (NCATS)
TRHR PAM – allosteric enhancers of human TRH receptor; actives 0.66% (n = 360,000); TRHR cells, fluo-8 calcium fluorescence, EC20 TRH enhancement; enhancement, % at 2 µM; AID 493056; in the data active means enhancement above about 30%; further: 0% is about no effect
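TRHR-expressing cells loaded with fluo-8 calcium dye were read kinetically (ex 480/em 530) during compound addition, then stimulated with an EC20 of TRH (10 nM final). Enhancement of the Gq-mediated intracellular calcium response was scored.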
D1 antagonist – blocks dopamine activation of the human D1 receptor; P21728; HEK293 TREx D1 cells, calcium flux, dopamine EC80; active compounds read low; activity change, negative = inhibition, % at 10 µM; actives 3.2% (n = 360,000); in the data active means activity change below about -30%; further: on the % scale 0 is the no-effect control and ±100 the full control effect
Target sequence (P21728 whole entry, looked up): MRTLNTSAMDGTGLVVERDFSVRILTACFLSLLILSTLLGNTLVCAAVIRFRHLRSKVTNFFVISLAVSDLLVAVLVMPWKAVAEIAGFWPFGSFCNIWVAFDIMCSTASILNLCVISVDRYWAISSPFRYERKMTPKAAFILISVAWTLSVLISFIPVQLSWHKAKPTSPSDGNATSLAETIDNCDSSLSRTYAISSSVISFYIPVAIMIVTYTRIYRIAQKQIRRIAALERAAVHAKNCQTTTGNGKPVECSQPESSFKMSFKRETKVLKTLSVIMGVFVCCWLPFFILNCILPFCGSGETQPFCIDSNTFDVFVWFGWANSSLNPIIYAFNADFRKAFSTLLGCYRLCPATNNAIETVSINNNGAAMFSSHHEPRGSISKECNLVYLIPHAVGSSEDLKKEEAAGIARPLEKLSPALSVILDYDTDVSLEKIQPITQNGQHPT
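Tetracycline-induced HEK293 Trex D1 cells, force-coupled to calcium, dye-loaded; compounds added and read 180 s, then EC80 dopamine added and calcium flux tracked kinetically another 180 s.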
D1 potentiator – human D1 dopamine receptor positive modulation | actives 0.036% (n = 360,000) | HEK293 TREx D1 cells, calcium flux, dopamine EC20 potentiation | P21728 | potentiation, % at 10 µM; in the data active means potentiation above about 30%; further: 0% is about no effect
RXFP1 antag – blocks the human relaxin receptor RXFP1; activity change, negative = inhibition, % at 57.5 µM; actives 0.59% (n = 350,000); AID 1259400; Q9HBX9; HEK293-RXFP1, relaxin-stimulated cAMP HTRF, 30 min; active compounds read low;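 active means activity change of -60% or lower, but not beyond a set lower limit; inconclusive means change between -60% and -40%, or beyond the set limit; inactive means change above -40%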; further: on the % scale 0 is the no-effect control and ±100 the full control effect
D2 PAM – positively modulates the human D2 dopamine receptor allosterically; HEK293 T-REx D2, calcium flux, EC20 dopamine potentiation; potentiation, % at 10 µM; actives 0.34% (n = 340,000);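 active means potentiation over 3 SD above the plate norm, cut at about 30% in these data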; further: 0% is about no effect
Target sequence (P14416 whole entry, looked up): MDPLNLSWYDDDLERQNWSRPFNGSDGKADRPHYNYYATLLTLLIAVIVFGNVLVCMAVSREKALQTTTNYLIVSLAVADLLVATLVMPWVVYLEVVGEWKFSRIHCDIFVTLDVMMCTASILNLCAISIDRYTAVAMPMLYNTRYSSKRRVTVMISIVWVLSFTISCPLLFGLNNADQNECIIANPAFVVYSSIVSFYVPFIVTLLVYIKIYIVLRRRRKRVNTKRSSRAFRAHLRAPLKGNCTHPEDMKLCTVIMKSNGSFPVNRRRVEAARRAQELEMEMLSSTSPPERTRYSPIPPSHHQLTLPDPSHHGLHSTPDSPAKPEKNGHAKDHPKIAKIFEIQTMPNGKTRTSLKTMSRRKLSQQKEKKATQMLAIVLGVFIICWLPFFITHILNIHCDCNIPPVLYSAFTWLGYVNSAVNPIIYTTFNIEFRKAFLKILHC
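Cells plated with tetracycline inducer and held overnight at 30 C; calcium dye loaded 30–90 min at room temperature; baseline taken, compound added and read 180 s; EC20 dopamine then added and read 180 s.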
TRHR ag – agonists of human TRH receptor; AID 493084; TRHR cells, calcium flux fluo-8, FDSS agonist mode; activation, % at 2 µM; actives 0.18% (n = 360,000); P34981; in the data active means activation above about 30%; further: 0% is about no effect
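Fluo-8-loaded TRHR cells; 10 s baseline, compound added, kinetic Ca2+ fluorescence read 1/s, agonist mode.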
RXFP1 ag – RXFP1 (human) receptor agonism | Q9HBX9 | actives 0.3% (n = 370,000) | Potency, µM (titrated, usually from 57.5 µM), for inactives: top-dose activation, usual class: activators | AID 2676 | HEK293T-RXFP1 cAMP TR-FRET, 30 min; response scale: percent of porcine relaxin response, buffer zero; further: potency means the concentration at half of the fitted maximal effect; on the % scale 0 is the no-effect control and ±100 the full control effect; nearly all actives have a fitted effect of over 60% in size; many of its hits are not listed in these tables
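HEK293T cells stably expressing RXFP1 were pretreated with the PDE4 inhibitor Ro 20174, exposed to compounds for 30 min at 37C, lysed, and cAMP was read by TR-FRET. Data normalized to buffer (basal) and 29 nM porcine relaxin (100%).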
D1 ag – human D1 receptor agonism. HEK293 T-REx D1 cells, calcium flux, agonist mode. activation, % at 2 µM. actives 1% (n = 360,000). AID 504660; in the data active means activation above about 30%; further: 0% is about no effect
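Agonism was scored from calcium flux recorded over 180 s (1 read/s) after pintool compound addition, following a 10-cycle baseline. Cells were inducible force-coupled HEK293 TREx D1, plated overnight at 30 C and loaded with no-wash calcium dye.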
Anesthetic bind – binds horse apoferritin like a general anesthetic; apoferritin/1-aminoanthracene competitive binding, fluorescence; actives 0.074% (n = 350,000); AID 485281; Potency, µM (top dose mostly 77.5 µM), for inactives: at the top dose activity change, negative = displacement, most hits filed as inhibitors; P02791; further: potency means the concentration at half of the fitted maximal effect; on the % scale 0 is the no-effect control and ±100 the full control effect; nearly all actives have a fitted effect of over 20% in size
Target sequence (P02791 2-175 limits assumed): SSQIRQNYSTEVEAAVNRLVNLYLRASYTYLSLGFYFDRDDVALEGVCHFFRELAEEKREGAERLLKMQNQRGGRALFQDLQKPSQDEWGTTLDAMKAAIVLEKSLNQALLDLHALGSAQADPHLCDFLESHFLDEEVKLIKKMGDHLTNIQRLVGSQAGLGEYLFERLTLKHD
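In PBS, apoferritin at 10 uM is loaded with 1-AMA from a 50% saturated solution. After 10 min of compound exposure at ambient temperature, reduced 535 nm fluorescence indicates probe displacement.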
* hit, by the source's call; ? = inconclusive; . = not tested or not shown; & = joins results of further samples; ! = a repeat was not active; [ ] = dose if it differs, or a comment. Unless noted, the call rests on the fitted dose curve; in most records, active means well fitted curve in the direction sought with a large enough effect; inconclusive means small, poorly fitted or top-dose-only effect, or another doubt; inactive means no such curve, though single readings can be large; an effect the other way counts as inactive or inconclusive. A portion of the library. The share of hits here may be higher or lower than overall.

SMILES	TRHR PAM	D1 antagonist	D1 potentiator	RXFP1 antag	D2 PAM	TRHR ag	RXFP1 ag	D1 ag	Anesthetic bind
COc1cc(OC)cc(C(=O)N[C@H](C(=O)OCC(=O)Nc2ccc(C)cc2C)C(C)C)c1	1	-19	-1	-9	.	0.2	0.1%	8	-5%
CC(=O)N1CCc2cc(S(=O)(=O)NC(Cc3ccccc3)C(=O)Nc3cccc(C)c3)ccc21 (configuration not stated)	6	-38*	-2	-4	-1	-1.3	9.8%	2	-4%
Cc1cc(C)c2nc(C)cc(Nc3ccc(C(=O)N4CCOCC4)cc3)c2c1	1	-1	2	-12	22	0.1	0.0%	0	-17%
Cc1cccc(CNC(=O)c2cnc3sc(N4CCCCCC4)nn3c2=O)c1	-5	0	-4	1	-6	-0.7	-0.3%	1	46%[activator]
O=C(COC(=O)c1ccc(Br)cc1)NCc1ccccc1	15	-4	1	3	-3	-0.7	-3.1%	0	0%
CCC(C)CCN1C(Nc2ccccc2)=NC[C@@H]1CC(C)C (some centres not stated)	4	15	-2	.	.	1.1	-0.8%	12	-6%
C#CCn1c(-c2cccs2)nc2ccccc21	32*	23	-5	4	0	0.6	-1.3%	2	-7%
Cc1ccc(OCC(O)CN2C(=O)NC(C)(C)C2=O)cc1 (configuration not stated)	0	-5	3	-1	10	-0.1	-2.7%	-1	1%
COc1c(C)cc(Br)cc1C(=O)NC(=S)Nc1ccc(Cl)c(C(=O)O)c1	-2	7	-1	-5	0	-0.6	1.6%	2	-3%
COC(=O)c1cnn(-c2ccccc2)c1N	-4	-21	-8	-11	-1	-0.9	3.2%	-1	1%
COc1ccc(OC)c(N(C(=O)c2snc(C(N)=O)c2N)C(C(=O)NCC2CCCO2)c2ccc3ncccc3c2)c1 (configuration not stated)	4	21	.	-16	5	-1.0	0.8%	5	-3%
CC(=O)Nc1ccc(CN2CCN(Cc3ccc(F)c(F)c3)C(CCO)C2)cc1 (configuration not stated)	-5	-4	1	-5	-8	1.1	0.4%	1	-5%
CCCCc1c(O)nc(N2CCN(Cc3ccccc3)CC2)[nH]c1=O	5	15	-4	6	.	-0.2	-1.2%	2	-8%
CCCNC(=O)CSc1ccc(S(=O)(=O)N2CCCCC2)cn1	-1	-11	-1	-5	7	-0.2	0.8%	2	.
COC(=O)CNC(=O)c1sc2ncn(CC(=O)Nc3ccc(C)c(Cl)c3)c(=O)c2c1C	2	-10	-1	-9	-7	0.2	9.0%	-2	?
COc1ccccc1C(=O)Nc1c(C(=O)N(CCN(C)C)Cc2ccco2)oc2ccccc12	0&9	-38*!	-14&-6	-5	-5&6	1.8&-1.3	3.1%&-0.5%	46*!	?
COCc1c(C(=O)N/N=C/C2CC=CCC2)nnn1-c1nonc1N (configuration not stated)	-4	-16	0	10	6	0.1	0.5%	1	3%
COc1cc(NC(=O)CN2C(=O)C(=O)N(CC(C)C)C2=O)cc(OC)c1	-8	0	-3	-6	-9	0.1	-0.2%	2	.
Cc1cc(=O)n2nc(N3CCC(C(=O)Nc4c(F)c(F)c(F)c(F)c4F)CC3)sc2n1	17	-2	-4	-8	5	-0.9	16%	-1	-1%
O=C(Nc1ccc(N2CCOCC2)cc1)C1(c2ccc(Cl)cc2)CCC1	-8	-3	-4	-28	-2	3.1	3.3%	43*	-18%
CCOC(=O)/C=C1/N(C)c2ccccc2C1(C)C	0	-3	1	-26	-4	-0.1	0.2%	1	5%
COc1ccc(NC(=O)c2cc3c(CO)cnc(C)c3oc2=Nc2cc(OC)cc(OC)c2)cc1	6	1	-4	-6	9	-0.5	-2.8%	2	10%
COc1ccc(/C=C2\SC(=S)N(CCC(=O)Nc3cccc(O)c3)C2=O)cc1	8	2	-6	-4	-6	0.1	0.0%	7	-17%
CN(C)Cc1c(C(=O)N/N=C/c2ccc(OCc3ccc(F)cc3)cc2)nnn1-c1nonc1N	11	-1	-5	6	23	-0.4	-1.6%	8	2%
O=C(Nc1cccc2c1CCCC2)c1cccc(F)c1	-3	-21	-1	-6	4	0.0	-0.2%	-4	-15%

Overlap with the part before: three entries; new compounds follow.
SMILES	TRHR PAM	D1 antagonist	D1 potentiator	RXFP1 antag	D2 PAM	TRHR ag	RXFP1 ag	D1 ag	Anesthetic bind
COc1ccc(/C=C2\SC(=S)N(CCC(=O)Nc3cccc(O)c3)C2=O)cc1	8	2	-6	-4	-6	0.1	0.0%	7	-17%
CN(C)Cc1c(C(=O)N/N=C/c2ccc(OCc3ccc(F)cc3)cc2)nnn1-c1nonc1N	11	-1	-5	6	23	-0.4	-1.6%	8	2%
O=C(Nc1cccc2c1CCCC2)c1cccc(F)c1	-3	-21	-1	-6	4	0.0	-0.2%	-4	-15%
CCOc1cc(N2CCOCC2)c(OCC)cc1NC(=O)CSc1ncn[nH]1	2	8	-2	-3	0	0.2	-1.8%	2	-3%
Cc1cc(Br)ccc1SCC(=O)OCC(=O)NC1CCCC1	1	5	-3	-7	-1	-0.9	-3.0%	3	-22%
O=C(NC1CCCC1)C(c1ccccn1)N(C(=O)c1csnn1)c1ccccc1F (configuration not stated)	-3	2	-7	-7	-2	-0.7	-0.1%	0	3%
Cc1ccc(N(CC(=O)Nc2ccc(F)c(Cl)c2)S(=O)(=O)c2c(C)noc2C)cc1	7	-17	-10	10	7	0.7	2.1%	6	-10%
Cn1c(=O)[nH]c(=O)c2c1nc(SCCN1CCOCC1)n2CCCc1ccccc1	-5	-6	.	1	4	0.0	1.5%	4	-3%
O=C(COC(=O)c1ccccc1F)NC1CC1	-1	4	.	2	0	0.0	0.8%	4	.
COCCNC(=O)COc1ccc(C)cc1C	-1	-8	-4	12	15	-0.5	1.3%	2	0%
CC1Cc2cc(S(=O)(=O)CCC(=O)Nc3ccccc3F)ccc2N1C(=O)C1CC1 (configuration not stated)	3	-11	1	5	10	0.7	-1.5%	2	-1%
C=CCNc1nc(S(=O)Cc2ccc(C)cc2)nc2c1CCCC2 (configuration not stated)	2	-6	-2	6	3	0.0	3.8%	3	-10%
COc1ccc(NC(=O)Cn2ncc3c(C)n(Cc4cccc(Cl)c4)c(C)c3c2=O)cc1	3	-5	-2	-6	0	0.0	0.4%	0	-5%
CC1=Nn2c(nnc2-c2ccccc2Cl)SC1	6	-24	-4	-7	-3	0.1	0.3%	2	-6%
N#C/C(=C/c1ccc(Cl)cc1Cl)c1nc2ccccc2c(=O)[nH]1	-3	-13	-1	.	-2	1.9	0.3%	3	-6%
COc1ccc(-c2nc(NC(=O)C3CC(=O)N(c4ccc5c(c4)OCCO5)C3)sc2C)cc1 (configuration not stated)	1	-1	-3	-12	0	-0.2	-0.8%	2	-19%
COc1ccc(OCC(=O)OCc2cc(=O)n3nc(-c4cccs4)sc3n2)cc1	-7	7	-5	.	.	0.5	19%	7	-20%
CN=c1scc(-c2cccs2)n1/N=C/c1ccccc1O	5	-14	1	?	27	-0.3	-1.9%	-1	79%[activator]
CCc1nn(CC(=O)N2CCN(c3cccc(OC)c3)CC2)c(=O)c2cc3occc3n12	17	-7	0	.	-6	0.1	-1.2%	4	-5%
Cc1ccc(NC2CCCN(C(=O)C3CCCCC3)C2)cc1C (configuration not stated)	4	14	-4	-4	.	0.2	0.3%	0	-19%
Cc1ccc(-c2nnn3c2nc(NCCc2ccc(S(N)(=O)=O)cc2)c2ccccc23)cc1	4	-2	3	-8	15	0.8	?	1	42%[activator]
Cc1ccc(F)cc1NC(=O)COC(=O)COc1ccc(C#N)cc1	6	14	-1	3	17	-0.1	-1.1%	3	.
Cc1cc(Cl)ccc1NC(=O)CSc1nnc(-c2ccncc2)n1Cc1ccco1	0	2	-3	1	11	-2.2	0.9%	0	-13%
O=C(COc1ccc(Cl)cc1)Nc1ccc2c(c1)OCO2	-3	-5	-4	-1	7	-0.5	0.6%	0	-7%
Cc1ccc2cc(CCNC(=O)c3ccc(S(=O)(=O)N4CCOCC4)cc3)c(=O)[nH]c2c1	1	11	5	-8	-5	-1.5	2.8%	7	-3%
Cc1cccc(-c2nc(C)c(CCNC(=O)C(=O)Nc3cccc(Cl)c3C)s2)c1	-4	6	-2	.	10	0.2	9.9%	0	-10%
CSC1=NCCN1C(=O)c1ccc2ccccc2c1	0	-20	-4	2	-4	-0.6	-0.2%	1	3%
Cn1cc(S(=O)(=O)N2CCCC(C(=O)O)C2)cn1 (configuration not stated)	25	11	-3	-1	-5	0.1	-0.1%	2	-2%

New compounds follow:
SMILES	TRHR PAM	D1 antagonist	D1 potentiator	RXFP1 antag	D2 PAM	TRHR ag	RXFP1 ag	D1 ag	Anesthetic bind
c1csc(C2C3=C(Nc4ncnn42)c2ccccc2OC3)c1 (configuration not stated)	-6	10	2	4	1	-0.6	8.8%	0	65%[activator]
Cc1ccc(C)c(S(=O)(=O)N2CCCC2CNC(=O)C(=O)NC2CCCC2)c1 (configuration not stated)	-4	-17	5	-3	-3	1.3	0.8%	3	.
COC(=O)COc1nc(C)c(Br)c(OC)n1	9	-20	4	10	0	-0.3	1.1%	12	-8%
Cc1cccc(N/C=C/C(=O)c2cccs2)c1C	2	-1	-3	-3	-3	0.9	0.1%	3	-18%
Cc1sc(NC(=O)CSc2nnnn2C(C)C)c(C#N)c1C	-13	38	-4	-20	-3	-0.8	-0.9%	6	-3%
Cc1cc(N2CCC(C)CC2)nc(SCC(=O)c2ccccc2)n1	-10	-4	-6	-30	-25	0.2	-0.3%	1	?
CN(CC(=O)Nc1cccc(F)c1)C(=O)c1csc2c1CCCC2	0	-3	-11	3	1	-0.2	2.1%	33*	.
Cc1cc2cc(CN(CC3CCCO3)C(=S)Nc3ccccc3)c(=O)[nH]c2cc1C (configuration not stated)	2	8	-7	-1	13	-0.2	-0.2%	2	1%
COc1cc(SC)ccc1C(=O)Nc1cccc(S(=O)(=O)NC2=NCCC2)c1	1	-17	-7	-2	-10	0.0	0.8%	1	.
COc1ccc(-c2sc3cc4c(cc3c2C#CC2(N)CCCCC2)OCO4)cc1	6	.	2	.	-4	0.1	1.8%	4	.
O=C(O)CCCNC(=O)/C(=C\c1ccccc1F)NC(=O)c1ccccc1	-3	6	2	-6	-4	-0.4	0.9%	4	0%
C=CCn1cc(/C=C2\SC(N3CCOCC3)=NC2=O)c2ccccc21	-3	1	-5	3	-18	-0.1	0.3%	-1	-16%
Fc1ccc(F)c(C2=NNC(=NCC3CCCO3)SC2)c1 (configuration not stated)	3	8	2	-4	-3	-0.3	-0.1%	4	-14%
